Bioassay records as filed in PubChem BioAssay.
CIT2 TOR yeast = modulators of CIT2-GFP expression in yeast, primary screen, S. cerevisiae, GFP fusion, multiplex flow cytometry, MLPCN library; AID 2029, 2009; 0.065% of 320,000 active; GFP response vs DMSO, % at 10 µM; S. cerevisiae CIT2-GFP strain, 3 h; 100 means same as DMSO wells;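 active = GFP response relative to DMSO above a set limit, near the screen mean plus 3 SD, cut at about 150% in these data; inconclusive = Fewer than 70 cells measured for a yeast strain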;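 note: ratio of well median GFP fluorescence to mean of DMSO wells on the plate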
VLA-4 inh = inhibition in human VLA-4 binding assay, primary screen, VLA-4 allosteric modulator project, MLPCN library, flow cytometry, VLA-4 expressing cells | Integrin alpha-4 (Homo sapiens), P13612 | AID 2557, 2010 | 0.2% of 330,000 active | inhibition, % (about 7 µM as worked out from the volumes in the protocol) | ligand binding flow cytometry; in the data active = inhibition above about 50%
MEP2-GFP yeast = modulators of MEP2-GFP levels in yeast, primary screen, S. cerevisiae, multiplex flow cytometry, MLPCN library | S. cerevisiae MEP2-GFP strain, 3 h; 100% = DMSO control level | GFP response vs DMSO, % at 10 µM | 0.51% of 330,000 active;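 active = GFP response versus DMSO above a set limit, roughly screen mean plus 3 SD, cut at about 180% in these data; inconclusive = fewer than 70 cells counted for a yeast strain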;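 note: median GFP fluorescence of the barcode-gated MEP2-GFP cells per well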
GRK2 inh = compounds blocking aptamer binding on GRK2 – biochemical, human GRK2, bead flow cytometry, HTS, primary screen | 0.59% of 330,000 active | FAM-aptamer displacement from GRK2 | inhibition of aptamer binding, % at 10 µM | Beta-adrenergic receptor kinase 1 (Homo sapiens), P25098;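 active = inhibition of aptamer binding above 40%, roughly 3 SD of noise, on plates passing a quality check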;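 note: median bead fluorescence of bound FAM aptamer so fluorescent compounds give negative values; no value below 0 was filed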
Target sequence (P25098 whole entry, looked up): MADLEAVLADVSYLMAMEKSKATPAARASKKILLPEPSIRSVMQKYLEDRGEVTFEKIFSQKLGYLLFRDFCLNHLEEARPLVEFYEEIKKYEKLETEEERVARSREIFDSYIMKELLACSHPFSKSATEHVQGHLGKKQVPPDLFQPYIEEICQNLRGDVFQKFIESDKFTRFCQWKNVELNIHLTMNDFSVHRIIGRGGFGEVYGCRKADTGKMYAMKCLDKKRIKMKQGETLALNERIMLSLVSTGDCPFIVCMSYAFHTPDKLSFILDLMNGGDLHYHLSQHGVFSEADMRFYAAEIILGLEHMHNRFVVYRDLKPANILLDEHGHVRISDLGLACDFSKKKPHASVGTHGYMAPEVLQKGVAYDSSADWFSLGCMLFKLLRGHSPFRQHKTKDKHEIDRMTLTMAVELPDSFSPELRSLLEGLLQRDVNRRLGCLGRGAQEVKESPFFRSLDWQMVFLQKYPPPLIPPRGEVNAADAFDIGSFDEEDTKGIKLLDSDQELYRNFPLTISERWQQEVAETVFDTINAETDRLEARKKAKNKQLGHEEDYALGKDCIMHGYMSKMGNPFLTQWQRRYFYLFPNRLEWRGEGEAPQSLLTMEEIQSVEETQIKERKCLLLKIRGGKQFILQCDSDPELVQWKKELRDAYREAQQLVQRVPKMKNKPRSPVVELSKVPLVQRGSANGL
RPL19A-GFP yeast = RPL19A-GFP expression modulators in yeast, primary screen, cell-based, S. cerevisiae, multiplex flow cytometry, MLPCN; S. cerevisiae RPL19A-GFP strain, 3 h; hits give low values; percent response vs DMSO, % at 10 µM; 0.3% of 330,000 active; AID 2025, 2009;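 active = percent response vs DMSO below 50%; inconclusive = fewer than 70 events counted for the yeast strain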;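 note: median channel GFP fluorescence of the barcoded RPL19A-GFP strain; ratio of sample median GFP to plate DMSO average so 100% = DMSO; lower means less RPL19A-GFP as with rapamycin TOR inhibition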
LAP4 TOR yeast = modulators of LAP4-GFP expression in yeast, primary screen, S. cerevisiae, multiplex flow cytometry, MLPCN library | 3 h; median GFP as percent of DMSO wells | GFP response vs DMSO, % at 10 µM | 0.34% of 320,000 active;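 active = GFP response vs DMSO above a set limit, about the screen mean plus 3 SD, cut at about 150% in these data; inconclusive = under 70 cell events counted for the yeast strain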
AGP1-GFP MLPCN = modulators of AGP1-GFP expression in yeast TOR pathway, primary screen, cell-based, multiplex flow cytometry, S. cerevisiae, MLPCN library; 0.02% of 320,000 active; GFP response vs DMSO, % at 10 µM; 3 h; GFP as percent of DMSO wells;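 active = GFP response relative to DMSO above a set limit, near screen average plus 3 SD, cut at about 150% in these data; inconclusive = fewer than 70 cells counted for the yeast strain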;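 note: median GFP channel fluorescence of the gated AGP1 strain per well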
JMJD2C inh = inhibitors of GASC-1 histone demethylase, primary screen, biochemical, fluorescence, DELFIA europium; 0.069% of 330,000 active; inhibition, % at 2.35 µM; GST-JMJD2C(1-420) H3K9me3 demethylation; AID 2099, 2009; Lysine-specific demethylase 4C (Homo sapiens), Q9H3R0;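 active = more than half of a compound's replicate wells show inhibition beyond 50%, single wells judged on their own value; inconclusive = some, but no more than half, of replicates pass 50% inhibition; inactive = no replicate passes 50% inhibition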;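 note: signal counts dimethyl H3K9 product captured on neutravidin plate; 0% = median of DMSO wells and 100% = 0.3 times that DMSO median; strong numbers were not always called active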
Numbers without * were called inactive; ? = inconclusive; nt = not tested or not shown; [ ] = another dose, or the depositor's remark.

smiles	CIT2 TOR yeast	VLA-4 inh	MEP2-GFP yeast	GRK2 inh	RPL19A-GFP yeast	LAP4 TOR yeast	AGP1-GFP MLPCN	JMJD2C inh
CCOc1ccc(OCC)c(NC(=O)CN(c2ccc(OC)cc2)S(=O)(=O)c2c(C)noc2C)c1	103	-6	111	0	101	102	106	5
Cn1c(Cc2ccccc2)nnc1SCC(=O)NC1CCCC1	90	3	91	1	94	90	92	-4
CCOC(=O)/C(C#N)=C1/SC(CCO)C(=O)N1c1ccccc1 (centres undefined)	96	5	101	0	97	108	99	5
COc1ccc(C(=O)NNC(=O)CSc2nnc(COc3ccccc3)n2C)cc1	102	-6	101	0	100	100	101	7
Cc1ccccc1-c1nnc(SCC(=O)Nc2ccc3c(c2)OCCO3)n1N	95	-2	106	0	98	104	96	-3
CC(C)C(NS(=O)(=O)c1ccc2c(c1)oc(=O)n2C)C(=O)N1CCN(c2ccccc2F)CC1 (centres undefined)	94	53*	103	1	98	100	100	nt
CCc1nc(SCc2ccccc2)n[nH]1	105	35	103	0	106	98	104	-2
CCC(=O)N1CCc2cc(S(=O)(=O)NC(C(=O)N3CCc4ccccc4C3)C(C)C)ccc21 (centres undefined)	98	1	101	5	100	100	95	nt
Cc1cc(C)c2c(N)c(C(=O)c3ccc(Cl)cc3Cl)sc2n1	83	-17	93	0	97	97	95	-2
COc1cc(OC)cc(C(=O)OCC(=O)N2CCCC2)c1	107	-7	102	1	105	94	101	17
O=C(Nc1cccc(Cl)c1)C1COc2ccccc2O1 (centres undefined)	99	-3	112	0	103	97	98	4
Cc1ccccc1-c1nc(-c2ccc(NC(=O)c3ccc(Br)o3)cc2)no1	106	1	106	0	102	111	109	-6
Cn1cnnc1SCc1ccc(C(=O)N=Nc2c(O)n(Cc3ccc(Cl)cc3)c3ccccc23)cc1	94	1	103	4	102	97	102	-17
COC(=O)CSc1nc(SCc2ccc(C)cc2)nc2c1CCCC2	100	-11	107	1	101	110	nt	0
COC(=O)c1sccc1NC(=O)c1ccccc1Br	92	2	93	2	88	118	104	7
CC(=O)/C(N=Nc1cc(C)ccc1O)=C(\C)O	107	-80	97	2	98	107	104	3
Cc1ccc2[nH]c(=O)c(CN(Cc3nnnn3Cc3ccccc3)C3CCCC3)cc2c1	95	-2	95	6	93	93	97	nt
O=C(/C=C/c1cccs1)NC(=S)Nc1ccc(S(=O)(=O)Nc2ccccc2C(F)(F)F)cc1	97	6	104	1	98	107	106	11
Cc1nc(C)c(CCNC(=O)c2cccc(Cl)c2)s1	87	11	92	0	93	100	96	-5
CSc1nc2c(c(=O)[nH]1)CCCC2	104	20	104	3	98	103	104	48
Cc1ccc(/C=N/NC(=O)CSc2nc3ccccc3o2)cc1	100	16	103	0	99	102	102	3
O=C(Cn1c(=O)oc2ccccc21)Nc1nc(-c2ccccc2)cs1	101	7	99	0	100	99	104	-7
COc1cc2c(=O)n(CC3CCCO3)c(=O)n(CC(=O)Nc3ccccc3)c2cc1OC (centres undefined)	98	-10	102	0	99	105	103	18
CC(OC(=O)c1ccc2c(c1)C(=O)N(Cc1ccncc1)C2=O)C(=O)Nc1cccc(Cl)c1Cl (centres undefined)	94	0	102	0	104	105	111	-4
CC(C)(C)c1nnc(N/N=C/c2ccccc2O)n(N)c1=O	87	-20	83	2	90	99	89	-1
O=C(c1cc2cc(Br)ccc2oc1=O)N1CCN(c2ccccn2)CC1	101	10	100	0	98	100	99	-5
Cc1ccc(NC(=S)NCC23C=CC(O2)C2C(=O)N(c4ccc(C)cc4)C(=O)C23)cc1 (centres undefined)	95	6	92	0	101	98	99	-1
OCCC1CN(Cc2ccc(C(F)(F)F)cc2)CCN1Cc1ccccc1 (centres undefined)	91	25	91	3	97	101	96	7
Cc1[nH]n(-c2ccccc2)c(=O)c1C(C[N+](=O)[O-])c1ccc(F)cc1 (centres undefined)	92	21	107	3	93	120	104	-1
CCC(C)COC(=O)C(C#N)c1nc2ccccc2nc1N1CCCCC1 (centres undefined)	95	-16	98	8	95	93	96	-6
Cc1ccc(S(=O)(=O)N2CCC(C(=O)N(C)C3CCS(=O)(=O)C3)CC2)cc1 (centres undefined)	107	-15	105	0	99	105	104	-10
CC(=O)N1CCc2cc(Br)cc(S(=O)(=O)NCCCN3CCCC(C)C3)c21 (centres undefined)	97	1	95	0	92	90	94	5
O=C(COc1ccccc1)N1CCN(S(=O)(=O)c2cccc([N+](=O)[O-])c2)CC1	97	1	100	0	96	100	103	7
CC(=O)c1c(C)[nH]c(C(=O)NCc2ccccc2F)c1C	?	-4	?	1	28*[may fluoresce violet]	79[may fluoresce violet]	?	11
O=C(Nc1ccc(Oc2ccc(NC(=O)Nc3ccccc3Cl)cc2)cc1)Nc1ccccc1Cl	97	-1	98	0	101	92	97	13
Cc1ccccc1-c1nc2cc(N)ccc2o1	99	-12	99	0	100	107	106	1
COc1cccc(CNC(=O)C2CCC(=O)N(CCc3cccc(F)c3)C2)c1 (centres undefined)	95	4	82	1	99	84	97	5
COC(=O)Cc1c(C)nc2nc(NCc3c(F)cccc3Cl)[nH]n2c1=O	115	7	105	0	100	99	104	0
Cn1cnnc1SCC(=O)NCc1cccc(C(F)(F)F)c1	102	13	105	4	100	102	104	13
Cn1nc(-c2ccccc2)cc1NC(=O)c1ccccc1	94	4	107	0	104	106	84	9

Retrieved by compound from above, 2 records:
smiles	CIT2 TOR yeast	VLA-4 inh	MEP2-GFP yeast	GRK2 inh	RPL19A-GFP yeast	LAP4 TOR yeast	AGP1-GFP MLPCN	JMJD2C inh
O=C(COc1ccccc1)N1CCN(S(=O)(=O)c2cccc([N+](=O)[O-])c2)CC1	97	1	100	0	96	100	103	7
O=C(c1cc2cc(Br)ccc2oc1=O)N1CCN(c2ccccn2)CC1	101	10	100	0	98	100	99	-5

Next entries:
smiles	CIT2 TOR yeast	VLA-4 inh	MEP2-GFP yeast	GRK2 inh	RPL19A-GFP yeast	LAP4 TOR yeast	AGP1-GFP MLPCN	JMJD2C inh
CCOc1ccc(C(=O)OCC(=O)c2c(N)n(C)c(=O)n(C)c2=O)cc1OCC	96	4	98	0	95	90	91	6
Cc1ccc(S(=O)(=O)N2CCOCC2)cc1C(=O)NCc1ccccc1CN1CCCC1	97	13	101	0	96	98	100	20
COc1cc(-c2nc3ccccc3c(=O)n2N)cc(OC)c1OC	111	23	108	3	107	99	105	-6
Cc1ccc(NCc2nnc3n2CCCCC3)cc1	93	4	99	0	92	96	92	-5
Cc1cccc(OCc2ccc(C(=O)Nc3cc(C)on3)o2)c1	99	9	100	0	100	95	97	-9
O=C(CCCC(=O)N1CCN(c2cccc(Cl)c2)CC1)c1ccccc1	98	8	115	0	97	106	99	-13
CCc1noc(C)c1C(=O)NNC(=O)COc1ccc(C)c(C)c1	100	2	104	2	103	106	102	-12
Cc1ccc(CNC(=O)C2CC(=O)N(C3CCCCCC3)C2)cc1 (centres undefined)	92	6	96	7	95	94	94	-5
COc1ccc(N2CCN(CC(=O)NCc3ccc(Cl)cc3)CC2)cc1	96	5	105	0	101	96	100	7
NNC(=O)c1nnn(-c2nonc2N)c1CN1CCc2ccccc2C1	104	13	104	0	102	99	101	-5
CCOc1ccccc1NC(=O)CSc1nc2c(c(=O)n1C)SC(C)C2 (centres undefined)	92	-5	94	4	96	100	95	-13
COC(=O)C(NC(=O)COc1ccccc1)(Nc1nc2c(s1)CCCC2)C(F)(F)F (centres undefined)	92	5	104	3	100	105	103	9
CC(C)(C)C(=O)N(Cc1ccccc1)c1ccccn1	114	1	103	0	103	97	109	-13
COc1ccc(NS(=O)(=O)c2cc(NC(=O)c3cnc(C)cn3)ccc2N2CCCCC2)cc1	96	6	95	0	97	84	93	7
C=CCOc1ccccc1/C=N/NC(=O)c1ccc(Cl)cc1Cl	97	10	102	2	103	104	100	-3
Cc1ccc(N(C)S(=O)(=O)c2cccc(C(=O)Nc3nc4ccccc4[nH]3)c2)cc1	99	4	133	1	102	107	100	-7
O=C1Nc2ccccc2C1C(C[N+](=O)[O-])c1ccccn1 (centres undefined)	103	-40	110	1	102	95	97	0
CCOc1ccc(NS(=O)(=O)c2cc(C(=O)N(CC)CC(=O)NCc3cccs3)ccc2C)cc1	102	12	104	1	101	110	108	-8
COc1ccc(CCC(=O)N2CCN(S(=O)(=O)c3cccc(Cl)c3)CC2)cc1	94	8	99	0	95	104	103	-7
COc1ccc(NC(=O)CN2CCN(C3c4ccccc4-c4ccccc43)CC2)c(OC)c1	96	-2	105	0	100	105	106	-4
FC(F)(F)c1ccccc1NC(=S)N1CCc2ccccc2C1	95	8	101	0	101	101	98	5
N#Cc1ccc(NC(=S)NC(=O)C2CCCCC2)cc1	100	-9	98	3	99	97	94	0
CCOC(=O)C(=O)N/N=C/c1ccco1	88	7	95	6	93	128	112	0
O=C(Nc1ccc2oc(-c3cccnc3)nc2c1)c1cc2ccccc2o1	97	5	119	0	98	108	94	-26
Cc1ccccc1NC(=O)CC1(c2ccc(N(C)C)cc2)C(=O)c2ccccc2C1=O	92	-12	96	0	96	92	97	5
Clc1ccc(N2CCN(Cc3ccc(Br)o3)CC2)cc1	104	2	105	0	102	88	102	6
Cc1c(Cl)cccc1Nc1ccccc1C(=O)O	92	5	92	0	101	116	86	5
COc1ccc(-n2nc(C(N)=O)nc2-c2ccccc2)cc1	100	-24	102	2	99	103	101	-2
Cc1cc(C)c(NC(=O)COC(=O)C2CCCCC2)c(C)c1	97	0	102	1	99	98	103	-9
CC1SCCN1S(=O)(=O)c1ccc2ccccc2c1 (centres undefined)	82	2	104	0	98	112	97	-1
NC(=O)c1ccccc1NC(=O)CN1CCCCCC1	100	3	93	0	98	98	99	4
O=c1c2ccccc2nc2n1CCCN2	109	15	95	2	102	103	104	0
CS(=O)(=O)C1=C(O)C(=O)N(c2ccccc2)C1c1ccccc1 (centres undefined)	105	11	100	0	99	96	100	nt
CCC1(C)Cc2c(sc3c2c(=O)n(C)c2nnc(SCc4ccccc4)n32)CO1 (centres undefined)	102	21	103	3	99	101	96	-39
Cc1ccc(-c2nn(-c3ccccc3)cc2CSC(=N)N)cc1	99	21	98	0	99	104	99	18
CCCSc1nc(N)nc(-c2cccs2)c1C#N	116	14	109	2	104	81	100	-2
Cn1c(=N)n(CC(=O)c2ccc(Cl)c(Cl)c2)c2ccccc21	109	18	101	0	97	103	105	1
O=C(Nc1ccc(CN2CCS(=O)(=O)CC2)cc1)c1ccccc1	88	0	100	4	94	104	96	-26
CC(C)Nc1nc(-c2cccnc2)nc(-c2ccccc2)c1C#N	99	-4	108	4	104	95	98	-3
O=C(Nc1cc2c(cc1C(=O)O)OCCCO2)c1ccc(C(F)(F)F)cc1	107	-12	110	0	97	101	82	-1
